Bioassay records from PubChem.
TSG101-PTAP inh – blocks PTAP binding to human TSG101, validation | Q99816 | Fluorescence polarization, FITC-PTAP peptide/Tsg101, 20 min | Potency, µM (doses to about 115 µM), inactives show top-dose activity change, negative = inhibition, most hits filed as inhibitors | 44,000 tested, under 10 active; also: potency is read from the fitted curve at half-maximal effect; 0% is about no effect
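Steps: Tsg101 binding domain (10 uM final) in HEPES pH 7.5/NaCl/Tween 20/EDTA/TCEP; add compound; add FITC-PTAP peptide (50 nM final); incubate 20 min r.t.; read polarization.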
FH mod – Identification of activators of human fumarate hydratase by quantitative high-throughput screening. FH coupled MDH/diaphorase resazurin fluorescence, 15 min. Potency, µM (top dose mostly 79.9 µM), for inactives: at the highest dose activity change, negative = inhibition, hits mostly inhibitors. 54,000 compounds, 0.22% hits; also: potency is read from the fitted curve at half-maximal effect; % is scaled to controls: 0 for no effect and ±100 for the full control effect; the screen sought activators but most active calls are inhibition curves; nearly all actives have a fitted effect of over 45% in size
p53null 39C tox – p53 null cell cytotoxicity, nonpermissive temperature | H1299 p53-null (neo) cells, 39C, ATPlite viability, 24 h | 55,000 compounds, 0.97% hits | AID 904 | Potency, µM (top dose mostly 46.1 µM), without a hit: at the highest dose activity, negative = cell killing, hits mostly cytotoxic;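 also: potency is read from the fitted curve at half-maximal effect; 0% = DMSO only and -100% = full killing by 100 µM tamoxifen; nearly all actives have a fitted effect of over 50% in size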
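Cells seeded at 600/well, 37C overnight. Compound added (up to 46 uM), plates shifted to 39C for 24 hr. ATPlite added, luminescence read after 20 min at room temperature.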
NTMT1 inh – inhibitors of human N-terminal methyltransferase NTMT1; NTMT1 MTase-Glo SAH luminescence, purified enzyme; 59,000 compounds, 2.5% hits; Q9BV86; Potency, µM (doses to about 114 µM), for inactives: at the top dose activity change, negative = inhibition, actives largely listed as inhibitors; AID 1645870;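 also: potency is read from the fitted curve at half-maximal effect; plate controls were DMSO vehicle for no effect and no enzyme for full effect; nearly all actives have a fitted effect of over 65% in size; many of its hits are not listed in these tables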
p53null 32C kill – selectivity test: cytotoxicity in p53 null cells, permissive temperature. H1299-neo p53 null cells, ATP luminescence, 24 h, 32C. Potency, µM (series often up to 46.1 µM), without a hit: at the highest dose activity change, negative = cytotoxicity, most hits filed as cytotoxic. 55,000 compounds, 0.62% hits. AID 903;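 also: potency is read from the fitted curve at half-maximal effect; 0% = DMSO only and -100% = full killing by 100 µM tamoxifen; nearly all actives have a fitted effect of over 55% in size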
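H1299-neo (p53-null) cells, 600/well, were pre-incubated overnight at 37C, then exposed to compounds at up to 46 uM for 24 hr at 32C. Viability was measured as ATP content by luminescence, and AC50 values came from Hill fits.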
GALK inhibitor – GALK (human) enzyme inhibition; P51570; Potency, µM (series often up to 57.5 µM), without a hit: at the top dose activity, negative = inhibition, actives largely listed as inhibitors; 44,000 tested, under 10 active; recombinant GALK, Kinase-Glo ATP luminescence, 1 h;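 also: plate controls were full GALK reaction for no effect and reaction lacking GALK for full effect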
Target sequence (P51570 whole entry, looked up): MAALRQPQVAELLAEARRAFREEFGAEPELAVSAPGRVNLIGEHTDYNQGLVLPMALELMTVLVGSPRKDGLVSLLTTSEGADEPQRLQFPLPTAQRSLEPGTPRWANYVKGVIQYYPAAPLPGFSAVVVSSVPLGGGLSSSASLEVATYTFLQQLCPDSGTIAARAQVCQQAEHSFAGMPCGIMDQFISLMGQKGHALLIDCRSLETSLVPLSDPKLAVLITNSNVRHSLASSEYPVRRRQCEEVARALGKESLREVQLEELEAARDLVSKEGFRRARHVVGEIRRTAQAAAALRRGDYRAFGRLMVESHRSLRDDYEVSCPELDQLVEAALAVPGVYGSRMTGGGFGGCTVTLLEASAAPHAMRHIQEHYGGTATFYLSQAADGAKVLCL
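5 nM GALK; 35 uM ATP; 100 uM D-galactose; 20 mM HEPES pH 8.0, 5 mM MgCl2, 60 mM NaCl, 1 mM DTT, 0.01% BSA; 1 h RT; Kinase-Glo Plus luminescence.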
B2AR arrestin ag – agonists recruiting beta-arrestin to human beta2-adrenergic receptor; HTLA Tango cells, beta-arrestin recruitment, luciferase luminescence, 18 h; Potency, µM (doses to about 46.1 µM), for the others: top-dose activation, actives largely listed as activators; 44,000 tested, under 10 active; AID 1347077;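 also: potency is read from the fitted curve at half-maximal effect; 0% = DMSO and full agonism = EC100 isoproterenol or metaproterenol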
Target sequence (P07550 whole entry, looked up): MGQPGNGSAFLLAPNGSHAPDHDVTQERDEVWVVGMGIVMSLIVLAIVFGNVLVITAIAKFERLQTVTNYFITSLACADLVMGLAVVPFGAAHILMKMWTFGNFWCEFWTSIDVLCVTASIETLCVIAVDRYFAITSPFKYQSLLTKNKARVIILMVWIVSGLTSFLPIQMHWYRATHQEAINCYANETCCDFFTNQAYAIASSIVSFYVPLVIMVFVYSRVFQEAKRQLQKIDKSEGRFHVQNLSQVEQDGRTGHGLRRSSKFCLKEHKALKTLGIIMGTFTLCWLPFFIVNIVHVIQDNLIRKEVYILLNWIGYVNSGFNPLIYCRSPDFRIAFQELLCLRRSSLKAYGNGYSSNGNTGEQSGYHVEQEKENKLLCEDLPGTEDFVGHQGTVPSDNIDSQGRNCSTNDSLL
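Ligand-induced beta-arrestin recruitment to recombinant beta2-AR is measured via a tTA-driven luciferase reporter in Tango cells after 18 hr compound exposure at 37 degrees C. Concentrations span up to 46 microM.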
The depositor's hits bear a star; u = inconclusive; x = no result given; [ ] = dose if it differs, or a comment. Calls follow the shape of the dose curve; as a rule, active = well fitted curve in the direction sought with a large enough effect; inconclusive = small, poorly fitted or top-dose-only effect, or another doubt; inactive = no such curve, though single readings can be large; an effect the other way counts as inactive or inconclusive. The list is partial; rates above refer to the full screens.

SMILES | TSG101-PTAP inh | FH mod | p53null 39C tox | NTMT1 inh | p53null 32C kill | GALK inhibitor | B2AR arrestin ag
COc1ccc(CCNC(=O)CSc2nnc(-c3ccc(C)cc3)c(-c3ccc(C)cc3)n2)cc1OC | 5% | -20% | -5% | 11% | 20% | 1% | 0%
Cc1ccc(C)c(NC(=O)CSc2nc(-c3ccccc3Cl)nc3c2Cc2c(CO)cnc(C)c2O3)c1 | 4% | 8% | 22% | 9% | 4% | 0% | 1%
CCOc1ccccc1NC(=O)Cn1c(=O)n(Cc2ccco2)c(=O)c2sc3ccccc3c21 | 5% | -3% | -6% | -7% | -1% | -12% | 7%
Cn1c(=O)n(C)c2cc(S(=O)(=O)Nc3ccccc3C(=O)O)ccc21 | 1% | -21% | -29% | 8% | 0% | 6% | -2%
COc1ccccc1CNC(=O)CN1C(=O)CCc2cc(S(=O)(=O)N3CCOCC3)ccc21 | 2% | -28% | -8% | -3% | -9% | -1% | 0%
Cc1cccc(OC(=O)c2nc(SCc3ccccc3F)ncc2Cl)c1 | -4% | -27% | -12% | 4% | 7% | 2% | 0%
CCC(Sc1nnc2c(n1)[nH]c1ccccc12)C(=O)Nc1nnc(C(C)C)s1 (configuration not stated) | -1% | -5% | u | 4% | -21% | 2% | 0%
O=C(CCCn1c2ccccc2c(=O)c2ccccc21)Nc1cccc(Cl)c1 | 1% | -21% | 12% | 4% | 6% | -2% | 1%
CCS(=O)(=O)c1ccc(C(=O)N2CCN(c3nc4c(OC)ccc(C)c4s3)CC2)cc1 | 0% | -10% | 0% | -3% | -8% | 0% | -3%
CN(C(=O)C1CCCN(c2ncnc3c2nc2n3CCCCC2)C1)c1ccccc1F (configuration not stated) | 7% | -3% | -14% | -1% | -6% | -6% | 1%
Fc1ccc2c(c1)-c1c(cnc3cc(-c4ccc(Cl)cc4)nn13)CO2 | -2% | 5% | x | 4% | x | 4% | 1%
COc1ccc(Cl)cc1NC(=O)c1cc2ccccn2n1 | 2% | x | -39% | x | -10% | -2% | -1%
CC(C)(C)c1ccccc1NC(=O)c1cnn2c(C(F)F)cc(-c3ccccc3)nc12 | -7% | -6% | -10% | 10% | 0% | 3% | 0%
Cc1cc(OCC(=O)Nc2ccc(-c3nc4cc(Cl)ccc4o3)cc2)cc(C)c1Cl | 0% | 9% | -4% | 6% | 2% | -2% | 0%
CCOC(=O)c1c(C)oc2ncnc(Nc3cc(C)cc(C)c3)c12 | -2% | -5% | u | 3% | -2% | 2% | 0%
CC(C)Cn1c(C2CC(=O)N(c3ccccc3Cl)C2)nc2ccccc21 (configuration not stated) | 1% | -8% | -8% | 5% | 1% | 6% | -3%
O=C(Cn1c(SCC(=O)Nc2ccc(F)cc2)nc2ccccc21)NCc1ccc(Cl)cc1 | 0% | -11% | u | -6% | -16% | -5% | 1%
CCCSc1ncc(Cl)c(C(=O)Nc2ccc(S(=O)(=O)N3CCCC(C)C3)cc2)n1 (configuration not stated) | -2% | -19% | 2% | 0% | 4% | 8% | 0%
CN(C)c1ccc(C(CNS(=O)(=O)c2cc(F)ccc2F)N2CCOCC2)cc1 (configuration not stated) | 1% | -11% | 9% | -2% | 3% | 3% | -1%
CCN(CC)C(=O)c1sc2c(c1C)c(=O)n(-c1ccc(OC)cc1OC)c(=O)n2Cc1cc(C)ccc1C | -4% | -26% | -7% | -17% | 7% | 0% | 0%
CCn1c(SCC(=O)Nc2cccc(Cl)c2)nnc1-c1nonc1NC(C)=O | -6% | 1% | -23% | 10% | -11% | 7% | 0%
CCN(C(=O)c1c(C)oc2ncnc(N3CCCCC3)c12)c1cc(C)ccc1C | -9% | -8% | -9% | -7% | -9% | 1% | -1%
COc1ccc(Cn2c(=O)n(-c3ccccc3C)c(=O)c3c4c(sc32)CN(C(C)=O)CC4)cc1 | -1% | -4% | u | u | 14% | u | -2%
O=C(Cn1c(=O)oc2cc(S(=O)(=O)NCc3ccccc3)ccc21)N(CCO)Cc1ccccc1 | -1% | -3% | 6% | -11% | -2% | 2% | -1%
O=C(CN1CCN(Cc2ccccc2F)C1=O)NCc1ccccc1 | -2% | 0% | -29% | -11% | 9% | 1% | -2%
COc1ccc(OC)c(S(=O)(=O)NCCS(=O)(=O)N2CCN(c3ccccc3F)CC2)c1 | -1% | -8% | 3% | -5% | 3% | 0% | 1%
CC(=O)c1ccc(NC(=O)c2ncn(-c3ccccc3)n2)cc1 | -16% | -6% | -27% | -3% | -25% | -8% | 0%
CC(C)c1ccc(NC(=O)Cc2ccc(NC(=O)N3CCCCc4ccccc43)cc2)cc1 | 0% | -19% | -1% | 6% | 1% | 0% | 0%
O=C(CSc1oc(-c2ccccc2)nc1S(=O)(=O)c1ccc(Br)cc1)c1ccccc1 | 7% | -12% | 45%[activator] | 5% | 18% | 3% | 1%
O=C(Cn1cccc1C(=O)c1ccccc1)NCc1ccc(Cl)cc1 | -2% | -10% | -9% | 0% | -9% | -3% | -1%
CC(=O)c1ccc(NS(=O)(=O)c2ccc(-c3cc(C)no3)s2)cc1 | -2% | -10% | -18% | 22% | -10% | -2% | -1%
CCc1ccccc1NC(=O)CSc1nc(-c2cccc(Cl)c2)nc2c1Cc1c(CO)cnc(C)c1O2 | 2% | 4% | -3% | -4% | 2% | 0% | -1%
O=C(Nc1ccc(F)cc1F)C1CCCN1S(=O)(=O)c1cccc2nsnc12 (configuration not stated) | 4% | -8% | -22% | 12% | 1% | 8% | 1%
COc1ccc(Oc2ncnc3c2oc2ccccc23)cc1 | 4% | 17% | 3% | -1% | -6% | -9% | -2%
COc1cccc(/C=C(\C#N)C(=O)Nc2ccc(NC(C)=O)cc2)c1OC | -1% | -4% | 36%[activator] | 9% | -4% | 3% | 1%
O=C(NCCc1ccccc1)c1cnc2sc(N3CCCCCC3)nn2c1=O | -2% | 0% | -2% | -2% | -11% | -2% | 0%
CC(C)CCNC(=O)c1cn(C)c2ccc(S(=O)(=O)N3CCOCC3)cc2c1=O | -7% | u | -15% | -1% | 6% | -3% | 0%
O=S(=O)(c1ccccc1)c1nnn2c1nc(Nc1ccccc1)c1cc(Cl)ccc12 | 1% | 5% | -9% | -1% | -4% | -4% | -1%
CCOC(=O)c1c(Nc2ccc(C)cc2)nnc(-c2ccccc2)c1-c1ccccc1 | 2% | -11% | 29% | 13% | 24% | 0% | -1%
Cn1c(=O)[nH]c(=O)c2c1nc(CN1CCN(c3ccccc3)CC1)n2Cc1c(F)cccc1Cl | 2% | -2% | 1% | 10% | 5% | -2% | 1%
CCOC(=O)c1cccc(NC(=O)c2cc3sccc3n2Cc2ccc(Cl)cc2)c1 | 2% | -24% | 17% | u | 1% | 6% | -2%
CCc1cccc(C)c1NS(=O)(=O)c1cc(-c2cc(C)no2)ccc1C | -2% | -23% | 8% | 11% | -5% | 1% | 0%
CN(C)c1ccc(-c2nc3ccc(Cl)cn3c2Nc2ccc3c(c2)OCCO3)cc1 | 3% | -24% | u | -31% | -23% | 4% | -1%
CCOc1ccc(NC(=O)c2c(Nc3ccc(OC)cc3OC)sc(C(=O)c3ccc(Cl)cc3)c2N)cc1 | 0% | -9% | -7% | 0% | 12% | 0% | -1%
COc1ccc(-n2ccnc2SCC(=O)Nc2ccc3c(c2)OCO3)cc1 | -8% | -11% | 17% | u | 3% | 0% | -1%
COc1ccc(OCC(=O)N(Cc2cccc(OC)c2)C2CCS(=O)(=O)C2)cc1 (configuration not stated) | 0% | 8% | -11% | 13% | -2% | 0% | -1%
COC(=O)c1ccc(-n2nnc(-c3nc(-c4ccc5c(c4)OCO5)no3)c2C)cc1 | 1% | -15% | -3% | -1% | -2% | 0% | 0%
Cc1cc(C)cc(NC(=O)C2CCCN(c3nnc(-n4c(C)ccc4C)s3)C2)c1 (configuration not stated) | -3% | u | -2% | -17% | 16% | 5% | 6%
COc1ccc(Br)c2c1-c1nc(NC(=O)c3ccccc3SC)sc1C2 | 1% | 6% | -15% | u | -3% | 2% | 0%
CCOC(=O)c1c(S(=O)(=O)NCC(=O)N2CCN(c3cc(C)ccc3C)CC2)c(C)n(C)c1C | -4% | -10% | 7% | -25% | 7% | -2% | 0%

More records.
SMILES | TSG101-PTAP inh | FH mod | p53null 39C tox | NTMT1 inh | p53null 32C kill | GALK inhibitor | B2AR arrestin ag
CC1CCc2nc3ccc(S(=O)(=O)N4CCC(C(=O)NCc5ccccc5Cl)CC4)cc3c(C(=O)O)c2C1 (configuration not stated) | -3% | u | -13% | -27% | 6% | 0% | 1%
Cc1cccc(NCc2nnc3n2CCCCC3)c1C | -11% | 5% | -4% | u | 0% | 5% | 1%
COc1cccc(N2C(=O)N(Cc3ccc(C#N)cc3)c3ccccc3S2(=O)=O)c1 | -2% | -8% | 9% | 10% | 11% | -1% | -2%
COc1ccc(Nc2c(-c3ccc(N4CCOCC4)cc3)nc3ncccn23)cc1OC | -2% | -2% | -30% | u | -11% | 2% | 1%
